V1R ag counter – agonists of human V1a receptor, primary screen, counter-screen for OXTR agonist project, fluorescence, CHO-V1R cells | Vasopressin V1a receptor (Homo sapiens), P37288 | Fluo-8 calcium fluorescence, agonist mode; 0% DMSO, 100% 3 nM vasopressin | activation, % at 3 µM | actives 0.25% (n = 320,000);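 active means activation above the mean activation of all tested compounds plus 3 SD, per screening run, cut at about 20% in these data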;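 further: signal is peak over basal fluorescence ratio across a 100 second FLIPR read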
Target sequence (P37288 whole entry, looked up): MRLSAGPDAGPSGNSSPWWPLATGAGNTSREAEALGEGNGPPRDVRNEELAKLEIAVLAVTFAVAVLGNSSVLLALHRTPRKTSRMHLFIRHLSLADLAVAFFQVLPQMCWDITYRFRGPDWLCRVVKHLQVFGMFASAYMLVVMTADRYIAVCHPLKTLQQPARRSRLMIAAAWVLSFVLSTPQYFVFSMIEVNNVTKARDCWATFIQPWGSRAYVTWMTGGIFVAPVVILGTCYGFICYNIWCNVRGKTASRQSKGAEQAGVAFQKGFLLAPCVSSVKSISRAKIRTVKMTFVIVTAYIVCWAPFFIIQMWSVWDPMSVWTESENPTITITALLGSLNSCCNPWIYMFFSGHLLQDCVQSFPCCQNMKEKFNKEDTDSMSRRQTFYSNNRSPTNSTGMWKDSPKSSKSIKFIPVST
M1 antag – human M1 muscarinic receptor antagonists, primary screen, CHO-K1 cells, Fluo-8 calcium fluorescence, 1536-well; Muscarinic acetylcholine receptor M1 (Homo sapiens), P11229; AID 588852, 2011; actives 1.3% (n = 360,000); CHO-K1 hM1, ACh EC80 antagonist; inhibition, % at 3 µM;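 active means percent inhibition above its own plate's cutoff, namely the mean of that plate's compound wells plus 3 SD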;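 further: peak over basal fluorescence ratio during 140 s after agonist addition; 0% = ACh EC80 plus DMSO and 100% = DMSO alone without agonist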
CHO parental Ca – ATP-evoked calcium signal inhibitors, parental CHO, primary screen, counter-screen for OX1R antagonist project, cell-based, fluorescence, Fluo-8 calcium dye; parental CHO-K1, ATP-induced calcium, Fluo-8 fluorescence; inhibition, % at 5.6 µM; actives 0.63% (n = 330,000); AID 463079, 2010;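 active means inhibition above that plate's mean sample inhibition plus 3 SD, cut at about 26% in these data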;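 further: 0% = ATP-challenged DMSO wells and 100% = DMSO wells without ATP; some compounds past the cut are filed as inactive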
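material = parental CHO cells | also added = ATP as calcium-mobilizing challenge | dosing = single point at 5.6 µM | detection = intracellular calcium via Fluo-8 no-wash fluorescent dye | read-out = % inhibition | benchmarks = low control ATP plus DMSO, high control DMSO only | repeats = one well per compound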
OXTR potentiator – human OXTR potentiators, primary screen, fluorescence, CHO-OTR cells, Fluo-8 calcium | activation, % at 3 µM | actives 0.061% (n = 320,000) | Fluo-8 calcium fluorescence, potentiator mode; 0% = oxytocin EC15, 100% = EC100 | Oxytocin receptor (Homo sapiens), P30559;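 active means activation above that plate's cutoff, the mean activation of tested compounds plus 3 SD, cut at about 6.6% in these data, passing the limit was not always enough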;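 further: 100% uses oxytocin at 75 nM as the full agonist control; some results filed as inactive read as strong as hits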
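Material: CHO-OTR cells, human receptor; compound dosing: single dose, 3.0 µM nominal final compound concentration; schedule: 6 min compound pre-incubation at room temperature, 100 s kinetic read; measured by: kinetic Fluo-8 calcium fluorescence; read-out basis: % activation vs EC15 and EC100 oxytocin; controls: EC15 oxytocin alone as 0%, 75 nM oxytocin as 100%; replicates: singlicate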
TAAR1 antag – human TAAR1 antagonists, primary screen, Fluo-8 calcium fluorescence, CHO RD-HGA16 cells. antagonist. actives 1.5% (n = 360,000). inhibition, % at 3 µM. Trace amine-associated receptor 1 (Homo sapiens), Q96RJ0;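 active means inhibition above a per-plate cutoff, the mean inhibition of test compounds on that plate plus 3 SD, cut at about 49% in these data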;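 further: 0% = DMSO plus EC80 beta-PEA response and 100% = DMSO alone without agonist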
Target sequence (Q96RJ0 whole entry, looked up): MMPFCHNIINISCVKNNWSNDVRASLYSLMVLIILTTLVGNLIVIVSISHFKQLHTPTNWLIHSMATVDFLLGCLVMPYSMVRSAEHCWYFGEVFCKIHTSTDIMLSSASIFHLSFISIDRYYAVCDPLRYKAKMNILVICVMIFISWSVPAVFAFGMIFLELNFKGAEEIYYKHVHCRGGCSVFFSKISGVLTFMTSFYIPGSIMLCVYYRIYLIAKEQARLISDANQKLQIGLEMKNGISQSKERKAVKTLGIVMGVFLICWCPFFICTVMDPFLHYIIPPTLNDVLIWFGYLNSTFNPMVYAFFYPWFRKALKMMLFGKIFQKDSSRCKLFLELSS
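Test system – hTAAR1-expressing CHO RD-HGA16 cells, Gα16-coupled · Reagent – β-PEA at EC80 concentration, post-compound challenge · Compound dosing – 3 µM, single point · Timing – 140 s kinetic read after compound, 140 s after agonist · Detection – Fluo-8 intracellular calcium dye fluorescence, real-time kinetic reads · Control set – DMSO and EC80 PEA controls · Repeats – n of 1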
OXTR agonist – human OXTR agonists, primary screen, fluorescence, CHO-OTR cells, Fluo-8 calcium. AID 2435, 2010. actives 0.32% (n = 320,000). activation, % at 3 µM. Oxytocin receptor (Homo sapiens), P30559. Fluo-8 calcium fluorescence; normalized: DMSO 0%, oxytocin 100%;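 active means activation above the mean of all tested compounds plus 3 SD, cutoff set per screening run, cut at about 20% in these data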;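 further: peak over basal fluorescence ratio from a 100 s FLIPR kinetic read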
M1 PAM – human M1 muscarinic receptor positive allosteric modulators, primary screen, CHO-K1 cells, Fluo-8 calcium fluorescence, 1536-well. actives 0.088% (n = 360,000). activation, % at 3 µM. AID 588819, 2011. CHO-K1 hM1, ACh EC20; 0% = ACh EC20, 100% = maximal ACh. Muscarinic acetylcholine receptor M1 (Homo sapiens), P11229; in the data active means activation above about 19%, passing the limit was not always enough
TAAR1 agonist – human TAAR1 agonists, primary screen, Fluo-8 calcium fluorescence, CHO RD-HGA16 cells; Trace amine-associated receptor 1 (Homo sapiens), Q96RJ0; vehicle wells 0%, saturating PEA agonist 100%; activation, % at 3 µM; actives 0.99% (n = 360,000); AID 624467, 2012;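 active means activation above the mean activation of all test compounds in the run plus 3 SD, cut at about 38% in these data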
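test system = CHO RD-HGA16 cells carrying human TAAR1 plus Gα16 | schedule = 17-24 h seeding, 75 min 37 °C dye, 30 min RT | compound dosing = 3 µM single concentration | control set = DMSO and PEA EC100 | replicates = n 1 | signal = Fluo-8 fluorescence, 5 s baseline then 140 s kinetic read | measure = percent activation vs PEA EC100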
CHRM1 agonist – human M1 muscarinic receptor agonists, primary screen, Fluo-8 calcium fluorescence, CHO-K1 cells, HTS; Muscarinic acetylcholine receptor M1 (Homo sapiens), P11229; CHO-K1 hM1, agonist mode; 0% DMSO, 100% acetylcholine EC100; activation, % at 3 µM; actives 0.33% (n = 360,000);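 active means activation above the run's mean compound activation plus 3 SD, cut at about 16% in these data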;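 further: peak over basal fluorescence ratio within a 140 s kinetic read after compound addition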
* hit, by the source's call; nt = no result given.

SMILES | V1R ag counter | M1 antag | CHO parental Ca | OXTR potentiator | TAAR1 antag | OXTR agonist | M1 PAM | TAAR1 agonist | CHRM1 agonist
Cc1cc2occ(CC(=O)Nc3nccs3)c2cc1C(C)C | -0.4 | -13 | 16 | -5 | 2 | -0.6 | 6 | 13 | -2
CC(OC(=O)/C=C/c1cccs1)C(=O)NC1CCCCC1C (stereo not drawn) | 0.0 | -18 | -9 | -4 | -6 | -1.0 | 13 | -1 | -5
COc1ccc(C2c3c(-c4ccccc4O)n[nH]c3C(=O)N2CCc2ccc(OC)c(OC)c2)cc1 (stereo not drawn) | 0.9 | 8 | -28 | -17 | 22 | 5.0 | -2 | 14 | -1
CC(C)NC(=O)CCCOc1ccc(Cl)cc1Cl | -0.1 | -8 | -10 | 3 | -9 | -1.4 | 4 | 13 | -7
C=C(C)COc1ccc(-c2n[nH]c(C)c2-c2ccccc2OC)c(O)c1 | -0.1 | -14 | -2 | -15 | 9 | -0.7 | 13 | 6 | -1
CCN(CC)S(=O)(=O)c1cc(NC(=O)c2ccc(-n3cncn3)c([N+](=O)[O-])c2)ccc1C | 12 | -1 | -4 | -10 | 35 | 6.2 | -14 | 15 | -1
NC(=O)c1cc(S(=O)(=O)N2CCOCC2)ccc1Sc1ccccc1N | nt | 12 | nt | nt | -11 | nt | -2 | 1 | -2
CCNC(=O)CSc1nnc(-c2ccccc2)n1-c1ccc(OCC)cc1 | 0.4 | -9 | -5 | 3 | -7 | -0.7 | 5 | 5 | -5
c1csc(CNCc2ccncc2)c1 | 0.8 | -12 | -2 | -11 | -10 | 0.3 | 9 | 0 | -5
COc1ccccc1N(CC(=O)Nc1ccccc1)S(=O)(=O)c1cccs1 | -0.7 | -3 | -17 | -6 | 19 | -2.3 | 2 | 1 | -5
CCCCn1c(=O)c(CCC(=O)OCC(=O)Nc2cc(Cl)ccc2OC)nc2ccccc21 | 0.1 | -3 | -14 | -1 | 0 | -2.0 | -4 | 1 | -4
COc1ccc(C(=O)NCC(=O)N2CCN(C(=O)c3ccco3)CC2)cc1OC | nt | 1 | nt | nt | 4 | nt | 8 | 1 | 1
O=C(NCC1(N2CCOCC2)CCCCC1)c1ccc(Cl)c(S(=O)(=O)NCc2ccco2)c1 | 0.4 | 3 | -17 | -2 | -1 | 0.0 | -4 | 17 | -7
Cn1c(=O)c2c(nc(NCC3CCCO3)n2Cc2cccc(Br)c2)n(C)c1=O (stereo not drawn) | 1.0 | 4 | -26 | -4 | 5 | 0.8 | 4 | 8 | -4
CN1CCCN(CC(O)COCc2cccs2)CC1 (stereo not drawn) | 0.8 | -2 | -10 | -7 | -1 | -0.1 | 6 | -1 | -5
Cc1cc(=O)c2c(=O)[nH][nH]c2[nH]1 | nt | -12 | nt | nt | -22 | nt | 7 | 7 | -2
O=C(NCC1CCCO1)c1ccc(COc2ccccc2Br)cc1 (stereo not drawn) | 3.2 | -12 | 15 | -10 | 9 | -0.2 | 11 | -1 | 0
COc1cccc(C2CC(c3ccccc3)Nc3nc(N)nn32)c1 (stereo not drawn) | 0.7 | -15 | -6 | -6 | -8 | 0.3 | 3 | 10 | -3
COCCCNC(=O)CN(c1cccc(Cl)c1C)S(C)(=O)=O | 0.6 | 0 | -5 | -3 | -14 | -0.5 | 5 | 15 | -4
COC(=O)CCS(=O)(=O)c1ccc(Cl)c(Cl)c1 | -1.1 | nt | -12 | -6 | 2 | 0.1 | nt | 19 | nt
CCCCN=C(NNc1ccc(Br)cc1)C(=O)OCC | -1.2 | -13 | -31 | -4 | -13 | -2.3 | 11 | 11 | -11
Cc1cccc(Nc2ncnc3nc[nH]c23)c1C | 1.0 | -10 | 0 | -3 | -12 | 1.4 | 11 | 8 | 0
CC(C)(C)c1ccc(/C=C/C(=O)NCCCN2CCOCC2)cc1 | 1.0 | 2 | -12 | -5 | -22 | 0.6 | -2 | 1 | -6
CCOC1=C2[C@H](c3cccc(Cl)c3)N(S(=O)(=O)c3ccc(C)cc3)C[C@H]2n2c(=O)n(-c3ccccc3)c(=O)n2C1 | nt | -18 | nt | nt | -21 | nt | 19 | 1 | 4
Cc1c(C(=O)N2C[C@@H](C)O[C@@H](C)C2)oc2c(F)cccc12 | -0.1 | -9 | -12 | -2 | -38 | -2.5 | 10 | -1 | -3
Cc1cccc(NC(=O)CCS(=O)(=O)c2ccc3c(c2)oc(=O)n3C)c1 | 1.8 | -8 | -3 | -4 | 5 | 1.9 | 9 | 0 | -1
O=C(Cc1cccs1)NCc1cccc(F)c1 | 1.2 | -13 | -5 | -16 | -9 | -0.7 | 9 | 11 | -8
COc1ccc(C(=O)Cn2c(C(C)=O)nc3ccccc32)cc1 | nt | -19 | nt | nt | 9 | nt | 4 | 2 | -1
CCCN(CCC)CCCNC(=O)c1cc2cc3ccc(OC)cc3nc2o1 | -0.4 | -7 | -7 | -7 | -13 | -1.1 | 4 | 8 | -7
COc1cc(C(=O)N2CCN(C(=O)C3COc4ccccc4O3)CC2)cc(OC)c1OC (stereo not drawn) | 1.3 | -2 | -22 | -2 | 0 | 0.1 | 6 | 1 | 0

3 of the compounds above, as tab-separated lines.
SMILES	V1R ag counter	M1 antag	CHO parental Ca	OXTR potentiator	TAAR1 antag	OXTR agonist	M1 PAM	TAAR1 agonist	CHRM1 agonist
COCCCNC(=O)CN(c1cccc(Cl)c1C)S(C)(=O)=O	0.6	0	-5	-3	-14	-0.5	5	15	-4
COC(=O)CCS(=O)(=O)c1ccc(Cl)c(Cl)c1	-1.1	nt	-12	-6	2	0.1	nt	19	nt
CCCCN=C(NNc1ccc(Br)cc1)C(=O)OCC	-1.2	-13	-31	-4	-13	-2.3	11	11	-11

(continued)
SMILES | V1R ag counter | M1 antag | CHO parental Ca | OXTR potentiator | TAAR1 antag | OXTR agonist | M1 PAM | TAAR1 agonist | CHRM1 agonist
COc1ccc(Cl)cc1NC(=O)CN1C(=O)CC(C)S(=O)(=O)c2ccccc21 (stereo not drawn) | -0.4 | -10 | -12 | -7 | 16 | -0.7 | 3 | 6 | -3
CNC1(c2nnnn2-c2ccccc2C)CCOC(C)(C)C1 (stereo not drawn) | 0.4 | -14 | -1 | -8 | 0 | 0.6 | 11 | -2 | -2
CC1(NC(=O)CC(c2ccccc2)(c2ccccc2)c2ccccc2)CCN(CCCc2ccccc2)C1=O (stereo not drawn) | 1.2 | 0 | -20 | -5 | 21 | -0.8 | 0 | 10 | -7
Clc1cccc(CSc2nnc(-c3c[nH]c4ccccc34)o2)c1 | 2.6 | -5 | -1 | -18 | 14 | 0.9 | -1 | 4 | -4
CNC(=O)c1c(NC(=O)c2cc(-c3cc(C)c(C)cc3O)n[nH]2)sc2c1CCCC2 | -0.1 | nt | -2 | 6.6* | nt | 1.2 | nt | nt | nt
O=C(Cc1nnc(NC(=O)c2cccc([N+](=O)[O-])c2)s1)NCc1ccccc1 | 0.1 | 1 | -2 | -6 | -17 | -0.3 | 4 | 2 | 0
Cc1cc(OC(C)C(=O)N2CCN(c3ccc(F)cc3)CC2)c2c(C)c(C)c(=O)oc2c1 (stereo not drawn) | -0.2 | 4 | -7 | -4 | -21 | -1.1 | -2 | 5 | -2
COc1cccc(C2=NOC(C(=O)NCc3ccccn3)C2)c1 (stereo not drawn) | 1.0 | 1 | -6 | 0 | -22 | 1.0 | 7 | 45* | -2
CCOc1cc(/C=C(/C#N)c2nc3ccccc3[nH]2)ccc1Oc1ccc([N+](=O)[O-])cn1 | 4.0 | -14 | -8 | -11 | 65* | 4.1 | -3 | 15 | -2
Cc1ccc2nc(N(CCCN(C)C)C(=O)c3ccc(S(=O)(=O)N4CCOCC4)cc3)sc2c1 | 1.9 | -14 | -19 | -8 | -12 | 0.7 | 6 | 7 | -5
Cn1c(SCC(=O)Nc2cccc(F)c2)nc2c([nH]c3ccccc32)c1=O | 0.2 | 0 | -4 | -13 | -8 | -1.4 | 3 | -2 | -13
Cc1ccc2cc(CCNC(=O)c3cccc([N+](=O)[O-])c3)c(=O)[nH]c2c1C | 0.7 | 7 | -11 | -6 | -13 | 0.6 | -9 | 2 | -5
CCCCS(=O)(=O)N1CCCC(C(=O)Oc2ccc(Cl)cc2)C1 (stereo not drawn) | 0.1 | -22 | -11 | -12 | -3 | -3.0 | 19 | 3 | -1
O=C(N/N=C/c1ccco1)c1cccc(S(=O)(=O)Nc2ccccc2Cl)c1 | 0.8 | -10 | -11 | 0 | 1 | 0.8 | -1 | 2 | -6
CCOc1ccc(-n2c(SCc3nc(-c4cccs4)no3)nnc2-c2ccncc2)cc1 | 0.4 | 0 | -22 | 0 | -4 | -0.8 | 0 | 7 | -10
C/C(CC(=O)Nc1ccc(F)cc1)=N\NC(=O)c1ccccn1 | 0.7 | -11 | -6 | -2 | -8 | 0.5 | 10 | 4 | -6
CCOC(=O)c1nnsc1C(OC)Oc1ccccc1 (stereo not drawn) | nt | -6 | nt | nt | -21 | nt | 17 | 2 | 0

Arranged by the number under OXTR potentiator (lowest first): 3 of the compounds above
Molecule | M1 antag | OXTR potentiator | TAAR1 antag | M1 PAM | CHRM1 agonist
Cn1c(SCC(=O)Nc2cccc(F)c2)nc2c([nH]c3ccccc32)c1=O | 0 | -13 | -8 | 3 | -13
CCOc1cc(/C=C(/C#N)c2nc3ccccc3[nH]2)ccc1Oc1ccc([N+](=O)[O-])cn1 | -14 | -11 | 65* | -3 | -2
CNC1(c2nnnn2-c2ccccc2C)CCOC(C)(C)C1 (stereo not drawn) | -14 | -8 | 0 | 11 | -2

High-throughput results deposited in PubChem by The Scripps Research Institute Molecular Screening Center.
